Pf Dd2 growth = Plasmodium falciparum Dd2 growth inhibition; AID 1347417; 120,000 compounds, 4.3% hits; Potency, µM (titrated, usually from 28.9 µM), for inactives: at the top dose activity, negative = inhibition, hits mostly inhibitors; P. falciparum Dd2 growth, SYBR Green, 72 h; active = well fitted inhibition curve with a large enough effect; inconclusive = small, poorly fitted or top-dose-only effect; inactive = no such curve, though single readings can be large or run the other way;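 also: plate controls were DMSO vehicle for no effect and reference drug for full effect; nearly all actives have a fitted effect of over 65% in size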
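Readout: SYBR Green fluorescence, 485 nm excitation, 535 nm emission, after ~16 h lysis at 37C. Before that, Dd2-infected red cells (2.5% hematocrit) grew 72 h with compound, 29 uM top final concentration.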
Active calls of the source: *; i = inactive; ? = inconclusive; [ ] = remark or other dose. Potency is read from the fitted curve at half-maximal effect. A portion of the library; rates above refer to the full screens.

SMILES	Pf Dd2 growth
Cc1ccc(Cl)cc1N1CCN(C(=O)c2cnn(C)c2C2CCN(C(=O)OC(C)(C)C)CC2)CC1	4µM*
CCOc1ccc(CCNC(=O)CCCc2nnc3n(CC)c(=O)c4sccc4n23)cc1	i
C#CCNC(=O)C1CCN(C(=O)C2CN(c3ccc(OC)cc3)C(=O)N2)C1 (stereo not drawn)	-11%
O=C1NCC2(CCN(Cc3ccsc3)CC2)Oc2ccccc21	-20%
CCc1nnc2c(Nc3cccc(F)c3)nc3ccc(C(=O)c4ccccc4)cc3n12	-16%
O=S(=O)(c1ccc(F)cc1)N(Cc1nc(-c2ccc(Cl)cc2)no1)C1CCCCC1	?
COc1ccc(S(=O)(=O)N2CCC3(CC2)CC(CC(=O)N2CCCC2)CCO3)cc1 (stereo not drawn)	i
COC1CCOC2(CCN(C(=O)c3ccoc3)CC2)C1 (stereo not drawn)	27%
Cc1oc(-c2ccccc2)nc1Cn1ccn2nc3c(c2c1=O)CCCC3	?
COc1ccc(NC(=O)Cn2nc3c(cc2=O)CCCC3)cc1Cl	27%
COc1ccc(CCNC(=O)c2ccc(Cn3c(=O)c4cccn4c4cccnc43)cc2)cc1OC	-21%
CC(C)COc1ccc(C(=O)Nc2nnc(S(=O)(=O)N(C)Cc3ccco3)s2)cc1	2%
O=C1NC(=NC2CCCCC2)C2(CCN([S+](=O)([O-])c3cccc(C(F)(F)F)c3)C2)N1c1cccnc1 (stereo not drawn)	-20%
COCc1cc(C)nc2sc(C(=O)Nc3ccccc3O)c(N)c12	8.9µM*
Cc1nccc(-c2ccccc2)c1C(=O)N1CCN(C)C(C(=O)O)C1 (stereo not drawn)	-13%
COC(=O)N1CCCCC12Cc1ccccc1NC2=O (stereo not drawn)	0%[44.1 µM]
COc1cccc(N2CCN(C(=O)C[C@H]3NC(=O)c4ccccc4NC3=O)CC2)c1	-3%
CCc1ccc(CN2CCCCC23Cc2ccccc2CNC3=O)cc1 (stereo not drawn)	?
O=C(NC1CCCC1)N1CCC2(CC1)CC(N1CCOCC1)CCO2 (stereo not drawn)	-6%
Cc1ccc2nc(C(=O)N[C@H](c3cnn(C)c3)C3CC(O)C3)cn2c1 (stereo partly drawn)	-7%
COc1cc(NC(=O)CN2C(=O)NC3(CCCCC3)C2=O)cc(OC)c1	?
Cc1nn(-c2ccccc2)c(Oc2ccccc2F)c1CCC(=O)N1CCSCC1	?
COc1ccc(-c2cn(C)c(=O)n3cc(CN4CCNC(=O)C4)nc23)cc1	-18%[44.1 µM]
Cc1cccc(C)c1NC(=O)CN1C(=O)NC2(CCC(C(C)(C)C)CC2)C1=O (stereo not drawn)	?
Cc1cc(C)c(C(=O)N2CCC(=O)N(CC3CC3)C(C(C)C)C2)cc1C (stereo not drawn)	-19%
Fc1ccc(CCNc2cc(Cl)nc3ccnn23)cc1	-27%[44.1 µM]
Cc1cccc(C(=O)N2CCC(C(=O)N3CCCCCCNC(=O)CC3)CC2)c1	-23%
CSc1nc(Nc2ccc(F)cc2)cc(-c2ccccc2)n1	-23%
COCC(=O)N[C@H]1CCN(C(=O)COC)[C@H](C(=O)N[C@H](Cc2ccccc2)C(N)=O)C1	11%[44.1 µM]
Cc1ccc(NC(=O)C2CCCN2S(=O)(=O)c2cccc3cccnc23)cc1 (stereo not drawn)	-19%
Cn1nc(C2CCCN(Cc3ccncc3F)C2)n(-c2ccccc2)c1=O (stereo not drawn)	0%
O=C1NCCOCCN(C(=O)Cc2c[nH]c3ccccc23)[C@H]2CCC[C@@H]12	?
COc1ccc(OC)c(NC(=O)c2cc(=O)c3c(C)cc(C)cc3o2)c1	10%
CN(Cc1ccc(F)cc1)C(=O)c1ccccc1Cl	-15%[44.1 µM]
COc1ccc(C(C(=O)O)N2CCCN(c3ncccn3)CC2)c(OC)n1 (stereo not drawn)	4%
C[C@@]1(O)CCN(C(=O)CN)C[C@@H]1Cc1ccccc1	-6%
OCCCc1nc2ccccc2n1CCCCOc1ccccc1	-20%
COc1ccc(NC(=O)N2CCCC(Cn3cnc4cccnc43)C2)c(OC)c1 (stereo not drawn)	-22%
Cc1noc(C2CC3(CCN(C(=O)c4cnccn4)CC3)CN2C)n1 (stereo not drawn)	-4%
CC(C)(C)c1ccc2c(c1)C(C[C@H]1CN(S(C)(=O)=O)CC[C@H]1CC(=O)O)=NCC2	-11%[44.1 µM]

4 of the compounds above, field by field:
OCCCc1nc2ccccc2n1CCCCOc1ccccc1
  Pf Dd2 growth = -20%
COc1ccc(NC(=O)N2CCCC(Cn3cnc4cccnc43)C2)c(OC)c1 (stereo not drawn)
  Pf Dd2 growth = -22%
Cc1noc(C2CC3(CCN(C(=O)c4cnccn4)CC3)CN2C)n1 (stereo not drawn)
  Pf Dd2 growth = -4%
CC(C)(C)c1ccc2c(c1)C(C[C@H]1CN(S(C)(=O)=O)CC[C@H]1CC(=O)O)=NCC2
  Pf Dd2 growth = -11%[44.1 µM]

Further records follow.
SMILES	Pf Dd2 growth
Cc1ccc2[nH]c(CCn3cc(-c4cncnc4)nn3)nc2c1C	-2%
Cc1ccc(NC(=O)CCCn2nc(C)c3c(C)n(-c4ccccc4)nc3c2=O)cc1Cl	14%
O=C(NCc1cccc(Cl)c1)c1nnn2c1COC(c1ccc(Cl)cc1)C2 (stereo not drawn)	i
CCc1cccc(NC(=O)c2c(OC)cc(=O)n3c2CCCC3)c1	6%
COc1ccc(NC(=O)O[C@@H]2CO[C@H]3[C@@H]2OC[C@@H]3NS(=O)(=O)c2ccc(NC(C)=O)cc2)cc1	i
Cc1ccc(Cn2c(SCc3ccc(C(=O)NC4CCCCC4)cc3)nc3ccncc32)cc1	11µM*
O=C(Cn1nnnc1CN1CCCC1)N1CCN(C2CCc3ccccc3C2)CC1 (stereo not drawn)	-11%
CC(C)CC(=O)Nc1nnc2n1CCS2	40%[activator]
CCc1ccc(NC(=O)C(=O)NCCc2sc3nc(-c4ccc(OC)cc4)nn3c2C)cc1	i
N#Cc1ccc(CN2CCCN(S(=O)(=O)c3ccccc3)CCC(=O)NCC2)cc1	i
CNC(=O)N1C[C@@H](CN(C)C)[C@H](NS(=O)(=O)c2cc(F)ccc2C)C1	-9%
Cc1ccc(C2=NC3(CCN(C(=O)c4ccc(C)c(F)c4)CC3)ON2)cc1	-48%
O=C(c1ccc(Cl)cc1)N1CCC2(CC1)N=C(c1ccccc1)NO2	i
CCOc1ccc(CN2CC(Oc3ccccc3C(=O)NC3CC3)C2)cc1	?
CN1Cc2ccccc2-n2ccnc2C12CCN(C(=O)c1ccc(C(F)(F)F)cc1)CC2	i[5.79 µM]
O=C(c1ccccn1)N1CCN(C(=O)c2nnn3c2COC(c2ccccc2)C3)CC1 (stereo not drawn)	i
O=C(C1CCCC1)N1CCC2(Cc3ccccc3NC2=O)C1 (stereo not drawn)	-18%[44.1 µM]
O=C1NC2(CCN(Cc3ccncc3)CC2)Oc2ccccc21	i
c1ccc(N2CCN(Cc3cccn3-c3nnc(N4CCN(C5CCCCC5)CC4)s3)CC2)cc1	-1%
CC1(C(=O)NCC2CCCO2)CCc2cnc(NCc3ccccc3)nc21 (stereo not drawn)	-4%[44.1 µM]

Three compounds already listed, arranged by count of non-hydrogen atoms, rising.
SMILES	Pf Dd2 growth
COc1cc(NC(=O)CN2C(=O)NC3(CCCCC3)C2=O)cc(OC)c1	?
CCOc1ccc(CN2CC(Oc3ccccc3C(=O)NC3CC3)C2)cc1	?
O=C1NC(=NC2CCCCC2)C2(CCN([S+](=O)([O-])c3cccc(C(F)(F)F)c3)C2)N1c1cccnc1 (stereo not drawn)	-20%

Continuation.
SMILES	Pf Dd2 growth
O=C(Cn1nc2c(cc1=O)CCCCC2)Nc1cccc(Cl)c1	-17%
CC(=O)N1C[C@@H]2CCCN3CCC[C@@H]([C@H]23)[C@H]1CCCC(=O)N1CCN(c2ccccc2)CC1	i
CCCNC(=O)N1CCCCC1c1noc(COc2ccc(C)cc2)n1 (stereo not drawn)	-19%
Cc1cccc(S(=O)(=O)c2cn(Cc3ccc(F)cc3)c3cc(N4CCOCC4)c(F)cc3c2=O)c1	6.3µM*
COc1ccc(NC(=O)Nc2cccc(-c3noc(C)n3)c2)cc1	23%
Fc1ccc(-n2ncc3c(NCCC4=CCCCC4)ncnc32)cc1	i
O=C(Nc1ccccc1)[C@H]1CN2CCC1C[C@@H]2Cn1cc(CSc2ccccc2)nn1 (stereo partly drawn)	?
CC1CCN(S(=O)(=O)c2ccc3c(c2)N(CC(=O)NCCc2ccccc2)C(=O)CO3)CC1	-4%
C=Cc1ccc(Cn2nc(-c3ccc(C)c(S(=O)(=O)N(CC)CC)c3)ccc2=O)cc1	-29%
Cc1cnc(C(=O)N[C@@H]2CCC[C@@H]2C(=O)NCc2ccccc2)cn1	-2%
COc1ccc(NC(=O)N2CCCC(c3nn[nH]n3)C2)cc1 (stereo not drawn)	17%
COCCCNC(=O)C1c2ccccc2C(=O)N(C2CCCCC2)C12CCCCC2 (stereo not drawn)	-4%
Cc1cccc2c1nc1n2[C@@H](CNC(=O)c2ccc(F)cc2)COC1	i
CC(C)=CCn1c(-c2ccccc2Cl)cn2cc(C(=O)NCC(C)O)nc2c1=O (stereo not drawn)	10µM*
CCOCCn1nc(C)cc1C(=O)NC1CC(c2cc(=O)[nH]c(N)n2)C1 (stereo not drawn)	-10%
CCn1ccc2cc(S(=O)(=O)N3CCCN(C(=O)NCC(=O)OC)CC3)ccc21	11%
Cn1nc(C(=O)N2CC(c3nnc(-c4ccncc4)o3)C3(CCOCC3)C2)c2ccccc21 (stereo not drawn)	-12%
Cc1nc(-c2cccc(NC(=O)N[C@H](C)c3onc(-c4ccc(F)cc4)c3C(=O)O)c2)no1	-3%
Cc1cc(CN2CCN(c3ccc(F)cc3)CC2)cs1	-22%
CCc1cccc(C)c1NC(=O)Cn1c(=O)n(-c2ccccc2)c(=O)c2c1cc(C)n2C	i

The closing 7 entries of the part before come first, to join the parts.
SMILES	Pf Dd2 growth
CC(C)=CCn1c(-c2ccccc2Cl)cn2cc(C(=O)NCC(C)O)nc2c1=O (stereo not drawn)	10µM*
CCOCCn1nc(C)cc1C(=O)NC1CC(c2cc(=O)[nH]c(N)n2)C1 (stereo not drawn)	-10%
CCn1ccc2cc(S(=O)(=O)N3CCCN(C(=O)NCC(=O)OC)CC3)ccc21	11%
Cn1nc(C(=O)N2CC(c3nnc(-c4ccncc4)o3)C3(CCOCC3)C2)c2ccccc21 (stereo not drawn)	-12%
Cc1nc(-c2cccc(NC(=O)N[C@H](C)c3onc(-c4ccc(F)cc4)c3C(=O)O)c2)no1	-3%
Cc1cc(CN2CCN(c3ccc(F)cc3)CC2)cs1	-22%
CCc1cccc(C)c1NC(=O)Cn1c(=O)n(-c2ccccc2)c(=O)c2c1cc(C)n2C	i
Cc1cccc(N2CCN(C(=O)c3cc4c(=O)n(C)c5ccccc5c4s3)CC2C)c1 (stereo not drawn)	5%
CC(C)OCCCNC(=O)c1cc2c(-c3ccc(Cl)cc3)nn(C)c2s1	?
O=[S+]1([O-])NCC2(CCN(CC3CCCC3)CC2)Oc2ncccc21	?
CC(=O)Nc1ccc(-c2c(-c3ccccc3)ncn2Cc2ccnc(C)c2)cc1	-23%
O=C(Nc1cccn2nc(C3CCC3)nc12)c1ccc(F)cc1F	?
Cc1ccc(C)c(NC(=O)CN2C(=O)c3cccnc3Oc3ccc(C)cc32)c1	24%
CC(C)NC(=O)c1ccnc(-c2ccccc2S(=O)(=O)NC(C)(C)C)c1	-2%
CSc1cccc(NC(=O)c2ccc3c(c2)N(C)C2CCCCN2C3=O)c1 (stereo not drawn)	?
COCC(=O)Nc1nc2c(s1)C[C@@H]1[C@](C)(CO)[C@H](O)CC[C@@]1(C)[C@@H]2CC(=O)N1CCC(C)CC1	i
CSCC(=O)N1CCC(C2CCNC2)CC1 (stereo not drawn)	22%
Cc1cc(Br)ccc1NC(=O)C1CCN(S(=O)(=O)c2ccc(Br)s2)CC1	-18%
O=C(Nc1ccccc1F)N1[C@H]2CC[C@@H]1c1cncnc1C2	11%
COc1cccc(CNC2(Cc3cc(COc4ccccc4)on3)COC2)c1	?
CCCCOc1ccccc1C1CC(=O)Nc2ccc3ccccc3c21 (stereo not drawn)	14µM*
O=C(Nc1ccc(F)cc1)c1csc2c1CCCCC2	-7%
O=C(CSC1=Nc2ccccc2N=C(c2ccc(F)cc2)C1)Nc1cc(F)ccc1F	?
CC(=O)N1CCCc2cc(S(=O)(=O)N(C)CC(=O)Nc3ccc(F)cc3Cl)ccc21	19%
CC(C)c1cc(CNC(=O)c2ccc(OC3CCN(C(=O)C4CC4)CC3)cc2)on1	?
CC(C)(Oc1ccc(Cl)cc1)C(=O)Nc1ccc(-c2nc3ncccc3o2)cc1	i
O=C(NCc1ccc(Cl)cc1)C(=O)NCC(c1cccs1)S(=O)(=O)c1ccc(Cl)cc1 (stereo not drawn)	-19%
O=C1NC2(CCN(Cc3ccncc3)CC2)COc2ccccc21	?
CCCNC(=O)c1cc2c(s1)CCN(C(C)=O)C2	5%
CCOCCCNC(=O)c1[nH]c2cc(OC)ccc2c1Sc1ccccc1	7%
CN(C)c1nc2c(c(=O)[nH]1)CCN(Cc1ccccc1Cl)CC2	-20%[5.79 µM]
CN(Cc1ccccc1)Cc1nc2c(n1Cc1ccccc1)C(=O)N(Cc1cccc(Cl)c1)CCN2	?
Cc1cccnc1NCCNC(=O)c1ccc(S(N)(=O)=O)cc1	1%
O=C(CN1CC2CC(C1)[C@H]1CCCC(=O)N1C2)NCCCN1CCCC1=O (stereo partly drawn)	-2%
Cc1cc(C)n(CCC(=O)Nc2ccc(Cl)cc2)n1	22%[5.79 µM]
Cc1ccc(Cn2c(CN3CCC(C(=O)NCC(C)c4ccccc4)CC3)cc3ccccc32)cc1 (stereo not drawn)	i
COc1ccc(S(=O)(=O)c2c(Nc3cccc(C)c3C)sc(C(=O)c3ccccc3)c2N)cc1	10µM*
CC(=O)Nc1ccc(NS(=O)(=O)c2cc3c4c(c2)CC(=O)N4CCC3)cc1	52%[activator]

High-throughput results from PubChem.
